Screening results (PubChem BioAssay)
TLR4 MyD88 comp – inhibitors of human TLR4-MyD88 binding. O00206+Q99836. HeLa CL3-4 TLR4/MyD88 BLA complementation, FRET ratio. inhibition, % at 8.4 µM. actives 0.18% (n = 200,000). AID 861; in the data active means inhibition above about 25%;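 further: 0% = vehicle and 100% = reference inhibitor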
S1P3 antagonist – blocks the human S1P3 receptor | Q99500 | CHO S1P3 NFAT-BLA reporter, FRET fluorescence, antagonist mode | inhibition, % at 4.98 µM | actives 0.27% (n = 170,000);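 active means inhibition above the plate cutoff, the mean inhibition of test wells on that plate plus 3 SD, cut at about 28% in these data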;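 further: cells challenged with S1P at its EC80 of 0.8 µM; blue over green emission ratio from cleaved BLA substrate after 4 h stimulation; 0% = S1P-stimulated wells and 100% = unstimulated DMSO-only wells; some compounds past the cut are filed as inactive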
Target sequence (Q99500 whole entry, looked up): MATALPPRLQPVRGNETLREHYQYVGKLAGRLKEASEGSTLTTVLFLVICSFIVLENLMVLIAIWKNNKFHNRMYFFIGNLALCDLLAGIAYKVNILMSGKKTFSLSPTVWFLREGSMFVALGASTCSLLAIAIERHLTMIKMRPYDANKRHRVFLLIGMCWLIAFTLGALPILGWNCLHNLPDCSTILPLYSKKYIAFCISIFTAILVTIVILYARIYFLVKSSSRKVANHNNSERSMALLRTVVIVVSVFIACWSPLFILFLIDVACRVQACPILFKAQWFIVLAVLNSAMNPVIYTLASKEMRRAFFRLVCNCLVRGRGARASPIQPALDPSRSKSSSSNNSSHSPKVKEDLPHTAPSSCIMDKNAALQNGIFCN
STAT3 act – STAT3 signaling activation. U3A cells, IL-6 STAT3-luciferase reporter, luminescence; 100% = signal with IL-6 EC80 alone. activation (% of control), % at 5.6 µM. actives 0.91% (n = 190,000). AID 871;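 active means activation above the screen-wide mean of compound activation plus 3 SD, cut at about 130% in these data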;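 further: 0% = background luminescence of wells with medium and substrate only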
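Test system: STAT3-luciferase reporter U3A cells; Detection: reporter luminescence signal; Times: 1 h compound pre-exposure, 6 h IL-6 stimulation, 37 °C; Benchmarks: IL-6-only high control; Also added: IL-6 stimulus at 33 ng/mL final.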
TR-FRET SRC-2 ct – TR-FRET artefact, counter-screen to PPARgamma/SRC-2 agonist assay; actives 0.4% (n = 200,000); stronger effect = higher value; TR-FRET ratio at 8 µM; in the data active means TR-FRET ratio above about 2000; further: inactives centre near 1500
ROMK mod – modulates human ROMK potassium channel activity; P48048; Tet-inducible ROMK, thallium flux fluorescence; actives lie on both sides; B-score at 10 µM; actives 2% (n = 130,000); AID 1918;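 active means signal ratio slope over the read window, or its plate-corrected B-score, at least 3 SD from the plate mean, either direction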;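 further: B-score of the F/F0 ratio slope over 7 to 12 s after thallium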
PPARg SRC-3 ag – promotes SRC-3 coactivator recruitment by human PPARgamma. P37231. biochemical PPARgamma/SRC-3 coactivator recruitment assay. activation, % at 8 µM. actives 0.26% (n = 200,000); in the data active means activation above about 23%;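 further: 0% = DMSO and 100% = reference agonist; some compounds past the cut are filed as inactive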
Target sequence (P37231 whole entry, looked up): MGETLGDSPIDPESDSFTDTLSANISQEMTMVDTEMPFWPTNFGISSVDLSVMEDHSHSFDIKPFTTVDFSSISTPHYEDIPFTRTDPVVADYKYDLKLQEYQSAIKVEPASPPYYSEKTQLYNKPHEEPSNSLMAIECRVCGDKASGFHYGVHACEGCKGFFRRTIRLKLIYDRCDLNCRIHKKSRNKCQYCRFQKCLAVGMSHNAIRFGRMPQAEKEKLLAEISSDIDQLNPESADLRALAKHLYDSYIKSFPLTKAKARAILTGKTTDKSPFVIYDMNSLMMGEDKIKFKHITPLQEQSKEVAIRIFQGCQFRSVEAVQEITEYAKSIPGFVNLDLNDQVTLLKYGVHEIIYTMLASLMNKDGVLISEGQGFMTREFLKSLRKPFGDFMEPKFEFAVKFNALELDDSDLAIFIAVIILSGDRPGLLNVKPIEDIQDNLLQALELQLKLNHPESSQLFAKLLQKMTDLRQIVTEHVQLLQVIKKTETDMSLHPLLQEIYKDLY
STAT1 inh – reduces IFN-gamma driven STAT1 reporter signal | NIH 3T3 STAT1-luciferase reporter, luminescence | inhibition, % at 5.5 µM | actives 0.35% (n = 200,000) | AID 920;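 active means inhibition above a set limit, the mean inhibition across all tested compounds plus 3 SD, cut at about 34% in these data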;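 further: 0% = IFN-gamma with DMSO and 100% = IFN-gamma with 300 µM nifuroxazide; values of inactives mirror those of a sister screen read the other way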
RAM network inh – yeast RAM network inhibition; S. cerevisiae dse1pr::URA3 reporter, 5-FOA growth OD615, 2 d; analog-sensitive cbk1-as2 kinase mutant strain; AID 868; inhibition, % at 50 µM; actives 1.8% (n = 190,000);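 active means inhibition above a set limit, 3 SD over mean compound inhibition, cut at about 8.4% in these data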;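 further: 0% = DMSO-only wells with no growth and 100% = 10 µM 1-NA-PP1 full growth; inhibition rescues growth on 5-FOA so higher OD means more RAM inhibition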
PPARg SRC-2 ag – promotes SRC-2 coactivator recruitment by human PPARgamma; P37231; PPARgamma LBD-SRC-2 recruitment, biochemical; activation, % at 8 µM; actives 0.34% (n = 200,000); AID 1032; in the data active means activation above about 22%;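 further: 0% = vehicle and 100% = reference agonist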
STAT3 inh – STAT3 signaling inhibition; U3A cells, IL-6 STAT3-luciferase reporter, luminescence; host cell line lacks STAT1; inhibition, % at 5.5 µM; actives 0.89% (n = 190,000); AID 862;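 active means inhibition above the mean inhibition across all screened compounds plus 3 SD, cut at about 44% in these data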;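 further: 0% = DMSO only wells and 100% = 100 µM nifuroxazide control wells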
PPARg SRC1 recr – PPARgamma-driven SRC-1 recruitment agonism; P37231; PPARgamma-SRC-1 coactivator recruitment biochemical assay; activation, % at 8 µM; actives 0.41% (n = 200,000); in the data active means activation above about 19%;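 further: 0% = DMSO and 100% = reference agonist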
An asterisk follows results filed as active; . = no result given.

no.	compound	PPARg SRC1 recr	PPARg SRC-2 ag	S1P3 antagonist	STAT1 inh	RAM network inh	TLR4 MyD88 comp
1	CCOC(=O)CN(C(=O)CNC(=O)c1ccco1)C(C(=O)NC1CCCCC1)c1cccs1 (configuration not stated)	8	-4	.	-2	1.0	5
2	CCn1cc(C(=O)O)c(=O)c2cc(OC)ccc21	0	1	-23	-3	0.1	17
3	CC1(c2ccc3c(c2)OCO3)NC(=O)N(CC(=O)NCCC2=CCCCC2)C1=O (configuration not stated)	-2	-2	-35	7	0.1	-6
4	CN1CCN(C(=S)c2ccc([N+](=O)[O-])cc2)CC1	2	1	-6	6	0.7	5
5	N#Cc1ccc(-c2ccccc2)nc1SCC(=O)c1cccc(Cl)c1	1	-1	.	-3	8.1	18
6	CN(C)CCNC(=O)c1ccc(COc2ccc(Cl)cc2Cl)cc1	-1	6	.	8	0.7	-5
7	O=C(Nc1ccc(Cl)cc1)C1=Cc2ccccc2OC1	4	11	.	-47	3.7	4
8	O=C(CCSc1nnc(-c2ccncc2)o1)Nc1ccc(Cl)cc1	-2	-1	.	5	0.6	-8
9	CCCS(=O)(=O)c1c(S(=O)(=O)CCC)c2ccc(C(N)=O)cn2c1C(=O)c1ccc(OC)cc1	3	4	-22	-8	-0.4	-12
10	O=c1[nH]c2ccccc2n1C1CCCCC1	-6	-7	.	5	0.3	5
11	C=CCSC1=N/C(=C\c2cc(OC)c3c(c2)OCO3)C(=O)S1	11	9	-12	-2	12*	-1
12	CC1=Nc2ccccc2N=C(NC(=O)CSc2nnnn2-c2ccccc2)C1c1ccccc1 (configuration not stated)	5	-1	-8	2	2.9	-3
13	Cc1nc2ccc(NC(=O)c3nn(CC(C)C)c(=O)c4ccccc34)cc2s1	1	0	-13	8	3.5	6
14	O=C(C1=C[C@H](c2ccccc2)C[C@H](OCCCCO)O1)N1CCN(Cc2ccccc2)CC1	6	3	-6	-1	0.6	-8
15	O=C(NCCCn1ccnc1)c1cn(Cc2ccc(F)cc2)nn1	-2	3	5	-3	1.2	10

no.	TR-FRET SRC-2 ct	STAT3 inh	ROMK mod	PPARg SRC-3 ag	STAT3 act
1	1452	8	0.93	-10	95
2	1594	5	.	1	100
3	1659	1	.	9	101
4	1494	-1	.	-7	97
5	1595	21	.	-8	91
6	1601	3	.	2	101
7	1586	10	-0.84	12	95
8	1423	16	.	-5	89
9	1288	13	-2.7	-2	96
10	1430	-2	0.095	-16	107
11	1518	-6	-1.5	6	108
12	1445	-7	.	3	106
13	1414	32	-0.71	5	75
14	1528	.	.	3	.
15	1578	-1	.	1	106

Compound profiles, as listed above. Order of screens: PPARg SRC1 recr | PPARg SRC-2 ag | S1P3 antagonist | STAT1 inh | RAM network inh | TLR4 MyD88 comp | TR-FRET SRC-2 ct | STAT3 inh | ROMK mod | PPARg SRC-3 ag | STAT3 act
N#Cc1ccc(-c2ccccc2)nc1SCC(=O)c1cccc(Cl)c1 in the list: 1 | -1 | . | -3 | 8.1 | 18 | 1595 | 21 | . | -8 | 91
O=C(NCCCn1ccnc1)c1cn(Cc2ccc(F)cc2)nn1 in the list: -2 | 3 | 5 | -3 | 1.2 | 10 | 1578 | -1 | . | 1 | 106
C=CCSC1=N/C(=C\c2cc(OC)c3c(c2)OCO3)C(=O)S1 in the list: 11 | 9 | -12 | -2 | 12* | -1 | 1518 | -6 | -1.5 | 6 | 108
CCCS(=O)(=O)c1c(S(=O)(=O)CCC)c2ccc(C(N)=O)cn2c1C(=O)c1ccc(OC)cc1 in the list: 3 | 4 | -22 | -8 | -0.4 | -12 | 1288 | 13 | -2.7 | -2 | 96

Remaining list, next part.
no.	compound	PPARg SRC1 recr	PPARg SRC-2 ag	S1P3 antagonist	STAT1 inh	RAM network inh	TLR4 MyD88 comp
16	COc1ccc(C)c(Cn2c(-c3nonc3N)nc3ccccc32)c1	-1	8	27	1	3.0	2
17	Cc1ccc(S(=O)(=O)N2CCN(C(=S)NCc3ccc4c(c3)OCO4)CC2)cc1	7	7	3	5	4.6	-4
18	O=C(O/N=C1/CCSc2ccccc21)c1ccc(F)cc1	-3	1	.	-4	3.2	2
19	COc1c(F)c(F)c(C(=O)O)c(Nc2ccc(C)cc2)c1F	9	-2	.	3	0.4	2
20	CCCCOc1cccc(C(=O)Nc2ccc(N3CCN(CC)CC3)cc2)c1	6	3	13	-8	-0.7	15
21	COc1ccc(CCNC(=O)CCc2ccc(S(=O)(=O)NC(C)C)cc2)cc1	-2	-6	5	9	0.5	1
22	CCc1c(C(=O)N2CCOCC2)csc1C	1	-1	20	3	1.2	-5
23	Cc1nn(-c2ccccc2Cl)c(Cl)c1/C=N/Nc1nc2ccccc2s1	4	0	-1	34	3.7	-9
24	COc1ccccc1-c1cc2nc(C)c(CCC(=O)NC(C)CCc3ccco3)c(C)n2n1 (configuration not stated)	-1	-9	.	3	-1.0	-3
25	C/C(CC(=O)Nc1ccc(N(C)C)cc1)=N\NC(=O)c1ccncc1	2	3	-5	-4	3.0	-14
26	CCCOc1ccc(-c2nc(C#N)c(N3CCC(C(N)=O)CC3)o2)cc1	3	-11	.	-4	1.7	1
27	O=C(O)C1Cc2ccccc2CN1S(=O)(=O)/C=C/c1ccccc1 (configuration not stated)	8	5	-14	5	1.6	14
28	Cc1cc(/C=C2\Cc3ccccc3C2=O)c(C)n1-c1ccccc1	7	15	-2	-4	3.0	1
29	Cc1ccc(OCC(=O)Nc2c[nH]c(=O)[nH]c2=O)cc1C	12	6	-11	2	4.5	-8
30	CC(C)(C)NC(=O)C(c1ccco1)N(Cc1ccc(F)cc1)C(=O)c1snc(C(N)=O)c1N (configuration not stated)	-1	9	-24	3	1.2	-5

no.	TR-FRET SRC-2 ct	STAT3 inh	ROMK mod	PPARg SRC-3 ag	STAT3 act
16	1633	9	.	0	96
17	1615	1	-0.2	7	100
18	1387	-38	.	-6	135*
19	1725	12	.	6	97
20	1342	-6	.	-1	111
21	1453	1	0.4	2	98
22	1368	4	.	7	98
23	1698	73*	0.14	1	39
24	1689	3	.	5	102
25	1586	2	0.37	6	101
26	1368	0	.	3	103
27	1631	-3	0.021	8	108
28	1730	71*	-0.63	7	41
29	1593	9	-0.54	3	97
30	1606	-4	.	2	106

Additional entries follow.
no.	compound	PPARg SRC1 recr	PPARg SRC-2 ag	S1P3 antagonist	STAT1 inh	RAM network inh	TLR4 MyD88 comp
31	C=CCOc1c(Br)cc(/C=N/Nc2ccc(C(=O)O)cc2)cc1OCC	1	0	1	-27	1.8	-3
32	Clc1ccc(C2=CC(c3ccco3)n3ncnc3N2)cc1 (configuration not stated)	-8	3	.	5	1.5	-5
33	C=CCNC(=O)/C(C#N)=C/c1cn(-c2ccccc2)nc1-c1cccs1	-12	3	7	-1	3.7	18
34	CC1=CC(=C2C(=O)c3ccccc3C2=O)C=C(C)N1Cc1ccco1	12	3	-27	-71	5.7	-9
35	CCC(=O)Nc1ccc(C(=O)c2ccccc2)cc1	4	-1	30	-8	-1.9	-1
36	Cc1cccc(C)c1NC(=O)NN(C(=O)c1ccccc1)C(C)(C)C	2	-6	1	3	3.0	9
37	Nc1ccc2c(c1)COC2=O	4	16	-11	-30	1.8	-3
38	COc1cccc(OC)c1NC(=O)Cc1nn(C)c(=O)c2ccccc12	5	1	-2	4	1.4	2
39	Cc1c(CNCc2cccs2)c(C(=O)O)c(C)n1Cc1ccccc1	4	0	5	-5	2.0	8
40	COc1ccccc1-c1nc(SCC(=O)NCC2CCCO2)c2c(=O)n(C)c(=O)n(C)c2n1 (configuration not stated)	0	-5	4	-2	7.3	-2
41	NC(=O)c1ccc[n+](CC(=O)OCCC23CC4CC(CC(C4)C2)C3)c1	8	5	.	-3	-0.5	4
42	COCCOC(=O)C1=C(C)NC(=O)NC1c1ccc(-c2cc(Cl)ccc2Cl)o1 (configuration not stated)	7	13	-2	-17	1.5	-14
43	COc1ccccc1-c1nn2c(-c3ccco3)nnc2s1	8	10	.	-79	3.1	-4
44	CCC1(CC)C(=O)NN(c2ccccc2)C1=O	1	-8	.	5	1.1	-13
45	c1ccc2[nH]c(CSc3nc4ccccc4o3)nc2c1	2	5	12	2	0.0	4

no.	TR-FRET SRC-2 ct	STAT3 inh	ROMK mod	PPARg SRC-3 ag	STAT3 act
31	1708	8	2.4	5	96
32	1488	-14	.	-4	117
33	1397	22	-0.29	4	83
34	1575	14	.	8	90
35	1544	1	1.4	8	101
36	1731	12	0.21	-2	90
37	1594	8	0.55	-2	99
38	1549	4	-0.1	8	98
39	1450	-1	.	0	102
40	1519	-8	0.47	4	120
41	1461	2	-0.27	12	105
42	1664	3	-0.54	5	100
43	1583	13	-1.3	10	90
44	1483	4	.	-16	100
45	1483	25	.	-9	84

The list goes on.
no.	compound	PPARg SRC1 recr	PPARg SRC-2 ag	S1P3 antagonist	STAT1 inh	RAM network inh	TLR4 MyD88 comp
46	CCN(CC)C(=S)SC1=CCS(=O)(=O)C1	3	9	-9	-3	1.4	2
47	CCOC(=O)C1CCN(C(=O)COc2ccc([N+](=O)[O-])cc2)CC1	-2	-3	-2	5	1.0	10
48	CCCCn1ccnc1C(=O)c1cc(S(=O)(=O)N2CCOCC2)ccc1C	5	7	.	12	0.7	0
49	O=C(N/N=C/C(Br)=C\c1ccccc1)c1n[nH]c2c1CCC2	3	11	.	-32	-1.3	-3
50	Cc1ccc(NC(=O)C2CCCN(C(=O)c3ccc(Cl)cc3)C2)cc1C (configuration not stated)	10	3	13	-30	4.3	4
51	NS(=O)(=O)c1cccc(NC(=O)COC(=O)CCCc2c[nH]c3ccccc23)c1	2	-7	-8	4	5.6	-1
52	O=c1cc(-c2ccc(O)c(-c3c(O)cc(O)c4c(=O)cc(-c5ccc(O)cc5)oc34)c2)oc2cc(O)cc(O)c12	.	.	0	3	5.3	-6
53	CCCCCCCC(=O)OCC(=O)[C@@]1(O)CC[C@H]2[C@@H]3CCC4=CC(=O)CC[C@]4(C)[C@H]3[C@@H](O)C[C@@]21C	0	2	2	-16	8.1	-13
54	C[C@H]1C(=O)N(C)CCN1C(=O)c1ccccc1OC1CCN(S(C)(=O)=O)CC1	-1	-3	-12	-2	0.6	7
55	CCOc1ccccc1CNC(=O)CCCc1cn(C)c2ccccc12	-3	4	6	-1	3.4	-2
56	Cc1cc(C(=O)OCC(=O)N2C(C)CCCC2C)c(C)o1 (configuration not stated)	4	-6	2	-1	1.5	-10
57	COc1ccc(Cc2c(O)nc[nH]c2=O)cc1	4	0	.	1	1.8	-5

no.	TR-FRET SRC-2 ct	STAT3 inh	ROMK mod	PPARg SRC-3 ag	STAT3 act
46	1750	16	0.61	6	96
47	1496	2	-1.4	1	102
48	1611	27	0.79	1	78
49	1495	-50	2.9	2	142*
50	1526	13	-0.27	-2	95
51	1792	1	-0.33	5	101
52	.	-3	0.039	.	100
53	1448	-9	.	-6	110
54	1501	-1	-0.23	-6	106
55	1511	-2	-0.12	5	102
56	1400	-3	-1.4	-10	105
57	1663	6	.	7	99
